ALOX12 inh: Primary qHTS assay for inhibitors of human arachidonate 12S-lipoxygenase (ALOX12): Round 2; 1.1% of 580,000 active; purified 12hLO, xylenol orange hydroperoxide absorbance; Polyunsaturated fatty acid lipoxygenase ALOX12 (Homo sapiens), P18054; Potency, µM (series often up to 108 µM), for inactives: at the highest dose activity change, negative = inhibition, hits mostly inhibitors; also: potency is read from the fitted curve at half-maximal effect; % is scaled to controls: 0 for no effect and ±100 for the full control effect
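Hydroperoxide product was detected by ferrous iron/xylenol orange as the 573 to 405 nm absorbance ratio. Arachidonic acid at 40 uM (final) was turned over for 30 min at room temperature by 150 nM human 12hLO, pH 7.0 Hepes buffer, after 15 min compound preincubation.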
JMJD2A Tudor: qHTS Assay for Inhibitors of JMJD2A-Tudor Domain; Lysine-specific demethylase 4A (Homo sapiens), O75164; Potency, µM (highest dose often 114 µM), for inactives: at the highest dose activity change, negative = inhibition, actives largely listed as inhibitors; AID 504339, 2011; 4.4% of 390,000 active; AlphaScreen JMJD2A-Tudor / H3K4me3 peptide binding; also: potency is read from the fitted curve at half-maximal effect; % is scaled to controls: 0 for no effect and ±100 for the full control effect; nearly all actives have a fitted effect of over 50% in size
PI4K2A inh: qHTS for small molecular inhibitors of PI4K2A; Phosphatidylinositol 4-kinase type 2-alpha (Homo sapiens), Q9BTU6; activity change, negative = inhibition, % at 76.9 µM; 0.13% of 420,000 active; purified PI4K2A, ADP-Glo luminescence, 1 h; stronger effect = lower value; in the data active = activity change below about -50%; inconclusive = mostly about -30% to -49%;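 also: -100% = wells without enzyme as full effect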
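Compounds are screened against recombinant PI4K2A using PI as substrate and ATP, the latter dispensed at 300 microM. Reactions run one hour at ambient temperature before ADP-Glo detection; full inhibition defined by wells lacking enzyme.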
HP1b binding inh: HTS for Inhibitors of HP1-beta Chromodomain Interactions with Methylated Histone Tails | Chromobox protein homolog 1 (Homo sapiens), P83916 | AlphaScreen HP1-beta / biotin-H3K9me3 peptide binding | Potency, µM (series often up to 114 µM), for inactives: at the top dose activity change, negative = inhibition, most hits filed as inhibitors | 0.56% of 390,000 active; also: potency is read from the fitted curve at half-maximal effect; nearly all actives have a fitted effect of over 70% in size; inactives centre near 23
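HP1-beta protein (50 nM final) preincubated 30 min at room temperature with biotinylated H3(1-18)K9me3 peptide (50 nM) in PBS pH 7.4, 0.01% Tween-20, then compound added for 30 min. AlphaScreen streptavidin donor/nickel chelate acceptor beads (10 ug/mL final), 30 min dark, luminescence read.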
G9a block: qHTS Assay for Inhibitors of Histone Lysine Methyltransferase G9a; Histone-lysine N-methyltransferase EHMT2 (Homo sapiens), Q96KQ7; G9a H3K9 monomethylation, AlphaScreen, 2 h; Potency, µM (highest dose often 102 µM), inactives show at the top dose activity, negative = inhibition, actives largely listed as inhibitors; 8.8% of 350,000 active; AID 504332, 2011; also: potency is read from the fitted curve at half-maximal effect; % is scaled to controls: 0 for no effect and ±100 for the full control effect; nearly all actives have a fitted effect of over 75% in size
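Enzyme 20 nM + cpd, 15 min RT; add b-H3K9 pep 500 nM / SAM 20 uM; 2 h RT; anti-H3K9me1 Ab 0.5 ug/mL + SA donor / anti-rabbit acceptor beads 20 ug/mL each, 10 min; AlphaScreen read.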
ERG Ets-DNA blk: qHTS for Small Molecule Inhibitors of the ERG Ets/DNA interaction. Transcriptional regulator ERG (Homo sapiens), P11308. fluorescence polarization, His-ERG Ets domain / labelled DNA. Potency, µM (titrated, usually from 76.9 µM), inactives show top-dose FP activity, negative = inhibition, usual class: inhibitors. 0.028% of 370,000 active. AID 624246, 2012; active = well fitted inhibition curve with a large enough effect in the polarisation, with a control signal flat; inconclusive = small, poorly fitted or top-dose-only effect, or effect the other way, or a change in a side signal; inactive = no such curve, though single readings can be large or run the other way; the % refers to the polarisation;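 also: polarization taken with two DNA probes labelled with fluorescein and Texas red; potency is read from the fitted curve at half-maximal effect; % of control where 0% means no effect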
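His-tagged ERG Ets domain (1 uM in the protein solution; 300mM KCl, 50mM Tris-HCl, 1mM EDTA, 1mM DTT, pH 7.5) received compound, then a probe mix of 5 nM fluorescein-DNA and 100nM Texas-615-DNA. Fluorescence polarization was read for both dyes.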
GLS inh: qHTS for Inhibitors of Glutaminase (GLS); Glutaminase kidney isoform, mitochondrial (Homo sapiens), O94925; GLS enzymatic activity, qHTS titration; Potency, µM (highest dose often 45.5 µM), without a hit: top-dose activity change, negative = inhibition, actives largely listed as inhibitors; 0.21% of 410,000 active; AID 624170, 2012; also: potency is read from the fitted curve at half-maximal effect; % is scaled to controls: 0 for no effect and ±100 for the full control effect
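Assay buffer: 45 mM KH2PO4 pH 8.2, 0.02% Tween-20. hKGA acts on L-glutamine (1 mM solution added); product glutamate is reported by an oxidase/peroxidase Amplex Red coupling, with fluorescence taken at baseline and 30 min.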
RGS4 inhibitor: Inhibitors of Regulator of G Protein Signaling (RGS) 4: qHTS; Transcreener GDP fluorescence polarization, RGS4-accelerated GTP hydrolysis; Potency, µM (highest dose often 114 µM), for inactives: top-dose activity change, negative = inhibition, most hits filed as inhibitors; 0.039% of 390,000 active; AID 504845, 2011; also: potency is read from the fitted curve at half-maximal effect; % is scaled to controls: 0 for no effect and ±100 for the full control effect; nearly all actives have a fitted effect of over 75% in size; some results filed as inactive show a strong effect at the top dose
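MLSMR compounds (23 nl, pin-transferred) preincubated 10 min at room temperature with a 500nM (2x) first reagent, then RGS4 at 900nM (2x) plus Transcreener GDP mix added; fluorescence polarization (620/688 nm) read before and after 90 min at 30 °C.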
BAZ2B block: qHTS Assay for Inhibitors of BAZ2B; AlphaScreen BAZ2B-H3K14Ac peptide displacement; Potency, µM (titrated, usually from 114 µM), without a hit: top-dose activity change, negative = inhibition, hits mostly inhibitors; 4.4% of 360,000 active; AID 504333, 2011; also: potency is read from the fitted curve at half-maximal effect; % is scaled to controls: 0 for no effect and ±100 for the full control effect; nearly all actives have a fitted effect of over 60% in size
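Complex of BAZ2B and biotin-H3K14Ac (50 nM apiece) forms over 30 min at RT, then faces library compounds up to 110 uM for another 30 min; AlphaScreen beads added, 20 min dark incubation, luminescence read.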
* = called active by the depositor; ? = inconclusive; / = not tested or not shown; & = joins results of further samples; [ ] = another dose, or the depositor's remark. Unless noted, calls follow the shape of the dose curve; as a rule, active = well fitted curve in the direction sought with a large enough effect; inconclusive = small, poorly fitted or top-dose-only effect, or another doubt; inactive = no such curve, though single readings can be large; an effect the other way counts as inactive or inconclusive. The list is partial (hit frequency here may not be typical).

SMILES	ALOX12 inh	JMJD2A Tudor	PI4K2A inh	HP1b binding inh	G9a block	ERG Ets-DNA blk	GLS inh	RGS4 inhibitor	BAZ2B block
N#C/C(=C\c1ccccc1)c1nc2ncccc2[nH]1	242.3%[activator]	-7.4%	2.0	46.0%[activator]	-9.8%	4.4%	-0.2%	10.6%	3.7%[57.1 µM]
CCOc1ccc2nc(NC(=O)CSc3nnnn3C3CCCCC3)sc2c1	-13.3%	-18.0%	-3.6	13.3%	6.9%[59 µM]	/	7.7%	32.9%	7.8%
COc1cc(/C=C(\NC(=O)c2ccccc2)C(=O)NCC(=O)O)c([N+](=O)[O-])cc1OC	-3.6%	-6.9%	3.5	34.5%	-43.8%[59 µM]	/	-5.1%	0.0%	-2.7%
O=C1COc2ccc(C(=O)/C=C/c3ccccc3)cc2N1	0.6%	?	6.5	27.9%	20.1%[59 µM]	2.8%	3.5%	-26.4%	0.5%
O=C(O)c1ccc2c(c1)C(=O)N(c1cc([N+](=O)[O-])ccn1)C2=O	0.0%	-1.4%	-4.3	75.0%[activator]	-10.5%	9.2%	17.7%	16.7%	-14.3%
COc1ccccc1CNC(=O)c1c[nH]c2ccc(S(=O)(=O)Nc3cc(C)cc(C)c3)cc2c1=O	?	-17.9%	-7.3	10.2%	-40.0%[59 µM]	9.1%	9.1%	1.8%	-12.1%
O=C(c1ccc(S(=O)(=O)N2CCCCCC2)cc1)N(c1ccccn1)C1CCCCC1	4.8%	-5.6%	0.0	22.0%	-1.8%	2.7%	-5.2%	6.3%	/
COC(=O)C1=C(C)OC(N)=C(C#N)C1c1cc(OC)ccc1OC (stereo not drawn)	-14.2%	-3.9%	6.4	26.5%	13.7%[0.0925 µM]	/	-23.0%	27.4%	-7.4%
COc1ccc(C)cc1NC(=O)Nc1cccc(C(=O)O)c1	0.5%	-5.6%	0.0	6.7%	/	-0.9%	7.5%	14.5%	-19.1%
COc1ccc(C(=O)NCC(=O)OCC(=O)NC2CCCCCC2)cc1	-6.1%	-12.5%	6.3	13.1%	/	-7.1%	-5.0%	-24.0%	/
CCCc1cc(=O)oc2c(C)c(OCC(=O)NCc3ccccn3)ccc12	-4.3%&3.5%	-4.5%	-4.0	41.9%[activator]	53.4%[activator][59 µM]	2.2%	3.9%	16.7%	-0.7%
CSCC[C@H](NC(=O)OC(C)(C)C)c1nnc(SCc2cccc(F)c2)o1	94.1%[activator]	-6.2%	-10.0	26.0%	?	-3.1%	1.6%	-13.5%	-6.2%
COc1ccc(N2CC(NC(=O)c3ccc(Br)o3)CC2=O)cc1 (stereo not drawn)	-18.7%	-18.2%	1.2	8.4%	0.4%[59 µM]	-0.3%	6.5%	2.7%	0.2%
COc1ccc(-c2nc(CS(=O)CC(=O)NCc3ccc(F)cc3)c(C)o2)cc1OC (stereo not drawn)	?	-7.1%	-4.5	29.3%	-42.4%[59 µM]	?	0.9%	-21.2%	-15.2%
O=C(c1ccc(Cl)c([N+](=O)[O-])c1)N1CCN(S(=O)(=O)c2ccc(Cl)cc2)CC1	0.1%	-10.7%	-0.6	28.2%	10.0%[59 µM]	-3.3%	2.5%	-7.5%	-5.0%
O=C(Nc1ccc(NC(=O)c2ccc(S(=O)(=O)c3ccccc3)cc2)cc1)c1ccccc1	0.0%	-11.3%	-5.4	24.9%	-3.7%[59 µM]	-0.5%	6.1%	-21.5%	-0.6%
Cc1ccc(OCCN2CCNCC2)c([N+](=O)[O-])c1	-12.8%	39.8µM*	4.7	-7.2%	8.91µM*	4.0%	9.3%	-14.1%[11.4 µM]	56.2µM*
COc1ccccc1CNC(=O)C(=O)NCC(c1cccs1)S(=O)(=O)c1cccs1 (stereo not drawn)	-14.2%	-17.5%	-3.4	18.9%	11.3%[59 µM]	-6.9%	12.0%	2.0%	-6.1%
COc1cc(/C=C(/C(=O)O)c2ccc(-c3ccccc3)cc2)cc(OC)c1OC	-8.3%	-29.3%	-0.9	-12.6%	-12.5%	-0.8%	0.0%	-2.4%	-20.1%
COc1cccc(/C=C/C(=O)OCC(=O)N2CCCC2)c1OC	11.4%	-12.1%	5.8	14.6%	/	-6.6%	-4.9%	9.5%	/
O=C(Nc1ccnn1C1CCN(CC2CC=CCC2)CC1)c1ccccc1 (stereo not drawn)	-23.1%	2.3%	-3.6	50.7%[activator]	6.2%[12.7 µM]	7.7%	-5.6%	-17.1%	3.3%
CC(C)Oc1ccc(S(=O)(=O)N2CCOCC2)cc1NC(=O)c1nn(C)c(=O)c2ccccc12	9.9%	-17.9%	1.0	38.0%	/	7.9%	0.5%	-11.5%	/
CNc1c(N)c(=O)oc2ccccc12	-19.9%	-30.9%	-10.3	-22.1%	-31.6%[59 µM]	-0.3%	0.0%	-40.5%	-26.4%
CCN(CC)CCn1c2c(c(SCC(=O)Nc3ccc4c(c3)OCCO4)nc1=O)CCCC2	-5.5%	-12.4%	4.2	17.1%	-29.5%[0.501 µM]	11.5%	-10.2%	-16.9%	-2.3%
O=c1c(CN2CCN(Cc3ccccc3F)C(CCO)C2)coc2ccccc12 (stereo not drawn)	246.2%[activator]	-3.4%	1.5	45.5%[activator]	17.5%	-16.8%	-5.6%	-8.9%	1.7%
Cc1ccc2c(c1)c1ncnc(N3CCN(c4ccccc4)CC3)c1n2C	0.0%	-33.7%	-4.8	16.6%	-11.6%[59 µM]	-1.8%	17.7%	37.7%	/
c1cn(CCCNC2=NCCCCC2)cn1	5.8%	-27.8%	8.3	27.2%	-1.8%	1.5%	3.2%	9.1%	50.1µM*
COC(=O)c1ccc(NC(=O)CN(Cc2ccc(Cl)cc2)S(C)(=O)=O)cc1	5.4%	-13.4%	3.2	11.2%	6.5%[59 µM]	8.4%	-20.3%	9.2%	0.1%
COc1ccc(S(=O)(=O)N2Cc3ccccc3CC2C(=O)Nc2ccc(C)cc2C)cc1OC (stereo not drawn)	-7.0%	-17.2%	0.8	18.3%	-5.3%[59 µM]	2.8%	-3.8%	-0.9%	-11.9%
C[C@@H]1CN([C@@H](C)CO)C(=O)c2cccc(NS(C)(=O)=O)c2O[C@H]1CN(C)Cc1ccc(C(=O)O)cc1	-9.0%	-12.8%	-2.8	23.1%	/	6.3%	18.6%	7.9%	/
O=C(NCNC(=O)c1ccccc1)c1ccccc1	13.2%	-9.9%	-1.3	3.1%	-2.1%[59 µM]	/	6.1%	42.7%	8.4%
Cc1ccc(CCNC(=O)CC(C)CC2=NS(=O)(=O)c3ccccc3N2)cc1 (stereo not drawn)	-13.0%	-2.3%	4.0	69.8%[activator]	1.7%	-17.2%	-3.0%	15.1%[11.4 µM]	-11.4%
Cc1ccc(C)c(C(=O)COc2ncnc3ccccc23)c1	-7.1%	2.2%	-3.8	-12.2%	-1.4%	-5.8%	-11.0%	-27.6%	-3.6%
COC(=O)c1cc2sccc2n1Cc1nc(-c2ccc(Cl)cc2)oc1C	-8.0%&0.0%	-1.1%&-14.9%	0.1&2.6	59.0%&16.6%[activator]	5.5%[59 µM]	0.0%&-6.3%	-1.4%&-2.5%	6.5%&-1.8%	2.4%&10.5%
COc1cc(/C=N/NC(=O)CSc2ccccn2)ccc1OC(C)C	300.8%[activator]	-7.1%	0.7	43.4%[activator]	/	3.9%	0.0%	-17.7%	-1.6%
CCCn1nc2cc(C(=O)NCCc3ccc(C)cc3)ccc2c1OCC	?	-6.4%	-1.3	29.7%	-5.1%[0.0925 µM]	7.3%	0.5%	-8.8%	3.0%
Clc1ccccc1-c1nnc(-c2ccccc2CNc2ccc(Br)cc2)o1	-14.3%	1.7%	-2.2	42.1%[activator]	2.4%[59 µM]	-1.6%	-7.4%	-8.5%	-1.6%
CCc1ccc2c(c1)c(=O)c(C(=O)c1ccc(C)cc1)cn2CC(=O)Nc1ccccc1C	-21.3%	-8.9%	-4.3	20.8%	14.5%[59 µM]	?	0.8%	18.3%	-3.6%
COc1ccc(C(=O)NCCCN2CCN(CCCNC(=O)c3ccc(OC)c(OC)c3)CC2)cc1OC	-35.8%	-15.7%	0.3	-12.6%	-4.9%[0.501 µM]	-10.0%	-1.8%	22.1%	11.8%
CC(NC(=O)CNC(=O)Cc1cccc2ccccc12)c1ccc(S(N)(=O)=O)cc1 (stereo not drawn)	144.8%[activator]	-22.1%	5.2	29.2%	63.1%[activator]	-0.3%	3.2%	-8.3%	4.0%
Cc1cccc(N2CCN(C(=O)CCNC(=O)Cn3ccc4ccccc4c3=O)CC2)c1C	-9.8%	-3.8%	0.0	26.2%	-46.4%	-10.3%	22.5%	-8.4%	-7.6%
COc1ccc(OCC(=O)Nc2ccc(NC(=O)c3ccco3)c(C)c2)cc1	-23.8%	?	2.0	8.5%	12.4%	-1.4%	-7.4%	-14.6%	-3.7%

Source: PubChem BioAssay (National Center for Advancing Translational Sciences (NCATS))
